HT1080 cytotoxicity = cytotoxicity in HT1080 fibrosarcoma cells, cell-based, fluorescence readout (AID 620); 0.42% of 87,000 active; one-dose cytotoxicity, % at 10 µM; EC50 in µM for titrated hits; HT1080 viability, fluorescence; higher % means a stronger effect;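 also: cells exposed to compound overnight then 4 h with Alamar Blue; 0% = vehicle DMSO and 100% = killing control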
DPM-DC inhibit = S. pneumoniae DPM-DC inhibitors, primary screen, biochemical, PK/LDH-coupled NADH fluorescence; purified DPM-DC; calls only at 10 µM; 0.49% of 65,000 active; AID 556, 2006;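 active = the 320 compounds with the highest percent inhibition in the single-dose primary screen, excluding strongly autofluorescent ones, cut at about 32% in these data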;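 also: kinetic rate of NADH fluorescence loss reporting ADP formed by the decarboxylase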
Alkaline phosphatase = human TNAP enzyme inhibitors, biochemical, luminescent (AID 518); Alkaline phosphatase, tissue-nonspecific isozyme (Homo sapiens); purified TNAP enzyme, luminescent substrate readout; higher % means a stronger effect; inhibition, % at 20 µM; hits with a dose series show IC50 in µM; 0.09% of 64,000 active; in the data active = a potency from the dose series; inactive = the rest, 99 in 100 with inhibition below about 22%;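 also: plate controls were vehicle for no effect and reference inhibitor for full effect; many of its hits are not listed in these tables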
LYP phosphatase = LYP phosphatase inhibitors, primary screen, biochemical, DiFMUP fluorescence, recombinant catalytic domain, 10 µM (AID 606); recombinant LYP catalytic domain, DiFMUP fluorescence; higher % means a stronger effect; one-dose inhibition, % at 10 µM; IC50 in µM for titrated hits; Tyrosine-protein phosphatase non-receptor type 22 (Homo sapiens); 52,000 tested, under 10 active;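 active = IC50 under 40 µM in the dose-response test; inactive = IC50 of 40 µM or more, or never dose-tested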
MK inhibit = S. pneumoniae MK inhibitors, primary screen, biochemical, PK/LDH-coupled NADH absorbance. mevalonate kinase [Streptococcus pneumoniae D39]. purified MK, PK/LDH-coupled NADH absorbance 340 nm. inhibition, % at 10 µM. 0.48% of 65,000 active;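 active = ranked among the strongest by inhibition in the single 10 µM screen, a fixed top-ranked set picked for dose follow-up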; also: no value below 0 was filed
HPDE-C7K KRASV12 = cytotoxicity in KRAS-transformed pancreatic duct cells, primary screen, cell-based, fluorescence, HTS (AID 431); HPDE-C7K KRASV12 cells, Alamar Blue viability, 48 h; higher % means a stronger effect; cytotoxicity, % at 10 µM, or EC50 in µM where a hit was titrated; 1.7% of 63,000 active;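 active = compounds whose percent cytotoxicity in the single-dose primary screen, scaled between solvent and toxic-drug controls, exceeds 50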;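 also: 0% = DMSO solvent wells and 100% = doxorubicin-treated wells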
Bfl-1 inhibitors = Bfl-1 inhibitors, primary screen, biochemical, fluorescence polarization, FITC-Bid, mouse (AID 432). Bcl-2-related protein A1 (Mus musculus). 0.02% of 64,000 active. FITC-Bid BH3 peptide fluorescence polarization displacement; higher % means a stronger effect. one-dose displacement, % at 20 µM; IC50 in µM for titrated hits; in the data active = a potency from the dose series; inactive = the rest, 99 in 100 with displacement below about 15%; also: strong numbers were not always called active
Spn PMK inh = S. pneumoniae PMK inhibitors, primary screen, biochemical, mevalonate pathway, pilot trial included; phosphomevalonate kinase (Streptococcus pneumoniae D39); purified PMK, PK/LDH-coupled NADH absorbance 340 nm; inhibition, % at 10 µM; 0.49% of 65,000 active; AID 539, 2006;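 active = top-ranked compounds by inhibition in the single 10 µM screen, taking a fixed number of the strongest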;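 also: 0% = full reaction with DMSO carrier and 100% = background rate without enzyme reaction; no value below 0 was filed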
HPDE-C7 viability = cytotoxicity in HPDE-C7 cells, cell-based, fluorescence, HTS (AID 430); HPDE-C7 pancreatic duct cells viability, fluorescence; higher % means a stronger effect; cytotoxicity, % at 10 µM; hits with a dose series show EC50 in µM; 1.8% of 63,000 active;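 also: cells exposed to compound for 48 hours before viability readout; 0% = vehicle and 100% = reference cytotoxic drug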
Spn PMK inh pilot replicates = recorded beside Spn PMK inh, whose call it bears; inhibition, %; measured here: pilot screen replicates
MK inhibit pilot replicates = also measured in MK inhibit; calls as there; inhibition, %; measured here: pilot screen replicates
DPM-DC inhibit pilot screen % = also measured in DPM-DC inhibit; calls as there; inhibition, %; measured here: pilot screen trials
Active calls of the source: *; i = inactive; / = not tested or not shown; + = active, no number. Rule as the data show it, unless noted: active = cytotoxicity above about 50%; inactive = the rest. Hits appear at their usual frequency; 3.4% or so of the library scored in one or more.

SMILES	HT1080 cytotoxicity	DPM-DC inhibit	Alkaline phosphatase	LYP phosphatase	MK inhibit	MK inhibit pilot replicates	HPDE-C7K KRASV12	Bfl-1 inhibitors	Spn PMK inh	Spn PMK inh pilot replicates	HPDE-C7 viability	others
COC(=O)c1c(C(=O)OC)c2oc3ccccc3n2c1Cl	7%	i	4%	/	0	/	5%	-4%	14	/	-3%
O=C(Cn1c2c(c(-c3ccccc3)cc1=O)CCCC2)N1CCCCCC1	-14%	i	5%	/	3	/	3%	1%	0	/	-16%
O=C(Nc1ccc(O)cc1C(=O)O)c1cccc(Br)c1	7%	i	11%	12%	1	/	2%	4%	0	/	-7%
Clc1ccc(C2=Nn3c(nnc3-c3n[nH]c4c3CCC4)SC2)cc1	6%	i	9%	-1%	8	/	26%	4%	9	/	46%
CN1C(=O)CSc2ccc(NC(=O)NCCC3=CCCCC3)cc21	/	i	-1%	1%	13	/	-30%	-8%	2	/	-32%
CN(Cc1ccccc1)C(=O)Nc1ccccc1	/	i	9%	0%	13	/	10%	-1%	0	/	-7%
CCOc1ccc(NC2CCN(C(C)=O)CC2)cc1	1%	i	2%	-5%	5	/	3%	-6%	0	/	-1%
COc1ccccc1CN(Cc1nc2ccccc2c(=O)[nH]1)C(=O)Nc1ccccc1	2%	i	20%	-1%	28	2.5	2%	-2%	8	0.5	0%	DPM-DC inhibit pilot screen %=2.0
CCCCC(CC)Cn1c2nc3ccccc3nc2c2c(=N)oc(C)nc21 (stereo unspecified)	16%	/	19%	-6%	25	2.5	12%	-77%	0	3.5	19%
O=C(O)CCc1ccc(-c2ccc(Br)cc2)o1	-9%	i	12%	11%	1	/	5%	10%	6	/	-10%
CC(C)N1C(=O)CCC1C(=O)NCCc1ccccc1 (stereo unspecified)	7%	i	3%	0%	1	/	3%	0%	17	/	13%
Cc1ccc(CNn2cnnc2SCC(=O)NC(C)(C)C)cc1	11%	i	3%	11%	6	/	-7%	-6%	16	/	-24%
Cc1cc(C)cc(NC(=O)CSc2nnc(-c3ccc(S(=O)(=O)N4CCCC4)cc3)o2)c1	-4%	i	0%	-1%	7	/	5%	-1%	10	/	0%
Cc1cc(Cl)c(S(=O)(=O)N2CCCCCC2)cc1OCC(N)=O	0%	i	12%	-3%	2	/	-11%	-4%	0	/	-13%
CCOC(=O)N1CCC(N2Cc3cccc(C(=O)O)c3C2=O)CC1	2%	i	5%	-2%	7	/	-2%	-4%	0	/	-11%

A section from further up, for reference:
SMILES	HT1080 cytotoxicity	DPM-DC inhibit	Alkaline phosphatase	LYP phosphatase	MK inhibit	MK inhibit pilot replicates	HPDE-C7K KRASV12	Bfl-1 inhibitors	Spn PMK inh	Spn PMK inh pilot replicates	HPDE-C7 viability	others
COC(=O)c1c(C(=O)OC)c2oc3ccccc3n2c1Cl	7%	i	4%	/	0	/	5%	-4%	14	/	-3%
O=C(Cn1c2c(c(-c3ccccc3)cc1=O)CCCC2)N1CCCCCC1	-14%	i	5%	/	3	/	3%	1%	0	/	-16%

The main list resumes with the 4 entries that preceded the break.
SMILES	HT1080 cytotoxicity	DPM-DC inhibit	Alkaline phosphatase	LYP phosphatase	MK inhibit	MK inhibit pilot replicates	HPDE-C7K KRASV12	Bfl-1 inhibitors	Spn PMK inh	Spn PMK inh pilot replicates	HPDE-C7 viability	others
Cc1ccc(CNn2cnnc2SCC(=O)NC(C)(C)C)cc1	11%	i	3%	11%	6	/	-7%	-6%	16	/	-24%
Cc1cc(C)cc(NC(=O)CSc2nnc(-c3ccc(S(=O)(=O)N4CCCC4)cc3)o2)c1	-4%	i	0%	-1%	7	/	5%	-1%	10	/	0%
Cc1cc(Cl)c(S(=O)(=O)N2CCCCCC2)cc1OCC(N)=O	0%	i	12%	-3%	2	/	-11%	-4%	0	/	-13%
CCOC(=O)N1CCC(N2Cc3cccc(C(=O)O)c3C2=O)CC1	2%	i	5%	-2%	7	/	-2%	-4%	0	/	-11%
C=C(C)n1c(=O)[nH]c2ccccc21	29%	i	4%	10%	8	/	/	-4%	9	/	/
CSc1nsc(SC)c1NC(=O)N1CCCC1	/	i	11%	/	0	/	2%	-2%	17	/	-6%
COc1ccc(C2C(C(=O)N3CC(C)CC(C)C3)c3ccccc3C(=O)N2C)cc1 (stereo unspecified)	-5%	i	6%	9%	4	/	-2%	-5%	2	/	-12%
Cc1ccc(-c2nc(-c3cccnc3)no2)cc1	3%	i	8%	6%	6	/	-3%	2%	3	/	-2%
CCc1ccc(C(=O)CSc2ncn[nH]2)cc1	0%	i	2%	/	4	/	2%	-1%	4	/	-4%
CCn1c(C)nc2cc(S(=O)(=O)N3CCCC3)ccc21	0%	i	-2%	/	7	/	-10%	12%	10	/	-4%
COc1ccc(C2(C(=O)NCCCN(C)C)CCOCC2)cc1	-3%	i	3%	-10%	4	/	4%	2%	0	/	-8%
Cc1ccc(NC(=O)C2CCCN(S(=O)(=O)c3c(C)noc3C)C2)nc1 (stereo unspecified)	3%	i	16%	/	1	/	0%	0%	18	/	0%
COC(=O)c1ccccc1NS(=O)(=O)c1ccc(F)cc1	18%	i	17%	7%	12	0.0	22%	-9%	0	2.0	14%	DPM-DC inhibit pilot screen %=3.0
Cc1ccccc1NC(=O)c1c(O)c2cccc3c2n(c1=O)CCC3	-13%	i	12%	-5%	10	/	2%	-4%	9	/	1%
COc1ccc(Br)cc1CNC(=O)CCc1nc(-c2ccccc2F)no1	-7%	i	1%	-1%	0	/	-14%	-9%	11	/	-23%
CCSc1cc(C2C(C(=O)OC)=C(C)NC3=C2C(=O)CCC3)c(C)o1 (stereo unspecified)	9%	i	18%	0%	11	1.0	15%	-3%	0	1.0	9%	DPM-DC inhibit pilot screen %=1.0
COc1cccc(NC(=O)CC2SC(=Nc3ccccc3)NC2=O)c1 (stereo unspecified)	/	i	18%	6%	0	0.0	7%	-6%	12	4.0	17%	DPM-DC inhibit pilot screen %=0.0
CC(C)(C)c1ccc(-c2nc(C#N)c(NCc3ccncc3)o2)cc1	4%	i	5%	/	15	/	60%*	-5%	11	/	55%*
Cc1cc(C)c2cc(CN(CCO)Cc3nnnn3Cc3ccc(F)cc3)c(=O)[nH]c2c1	5%	i	2%	10%	3	/	-14%	0%	3	/	-11%
Cn1c(=O)c2c(nc(SCC(=O)NCc3ccco3)n2C)n(C)c1=O	2%	i	11%	/	10	0.0	-4%	0%	15	1.5	-8%	DPM-DC inhibit pilot screen %=0.5
COc1ccc(C(=O)NC(=O)N2CCCCC2)cc1	1%	i	4%	15%	6	/	/	-2%	8	/	/
Cc1cc(NC(=O)COC(=O)c2cccc(S(=O)(=O)N3CCOCC3)c2)no1	8%	i	5%	-8%	3	1.5	-3%	2%	19	0.0	-15%	DPM-DC inhibit pilot screen %=1.0
CCc1ccccc1NC(=O)c1nnn(CC(=O)Nc2cccc(C)c2C)c1N	3%	i	9%	1%	0	/	6%	-5%	0	/	2%
Cc1ccc2cccc(S(=O)(=O)Nc3ccc4c(c3)OCO4)c2n1	19%	i	10%	0%	6	/	-1%	1%	9	/	5%
CC1(C)CC(=O)C2=C(C1)OC(=O)C2(NC(=O)c1cccs1)C(F)(F)F (stereo unspecified)	1%	i	10%	/	3	0.0	-9%	-7%	13	0.5	-2%	DPM-DC inhibit pilot screen %=1.0
CN(CC(=O)Nc1ccc(C#N)cc1)Cc1ccc(Cl)cc1	-2%	i	2%	5%	8	/	3%	-3%	0	/	6%
Cn1c(=O)c(NC(=O)c2ccccc2)c2n(c1=S)CCCCC2	-6%	i	16%	12%	3	1.0	-8%	-10%	0	3.0	-11%	DPM-DC inhibit pilot screen %=1.0
CCCc1nc(N)c(C#N)c(-c2cccnc2)c1CC	-1%	i	7%	3%	6	/	-14%	-7%	5	/	-8%
COc1ccc(NC(=O)CN(C)S(=O)(=O)c2ccc3c(c2)OCCO3)c2ncccc12	-3%	i	5%	/	0	/	7%	7%	16	/	8%
CCc1nnc2sc(-c3ccc(NC(=O)CSc4ccc(Cl)cc4)cc3)nn12	4%	+	6%	/	10	/	3%	-17%	7	/	-1%
C=CCn1c(=O)/c(=C/c2cc(OC)c(OC)c(OC)c2)s/c1=C(/C#N)c1nc2ccccc2n1C	0%	i	23%	/	4	/	/	-7%	0	/	/
O=C(CSc1nnnn1C1CCCC1)N1CCN(C(=O)c2ccco2)CC1	-7%	i	8%	10%	3	1.5	-15%	-1%	15	0.0	-12%	DPM-DC inhibit pilot screen %=0.5
O=C1c2ccccc2S(=O)(=O)N1CC1CC(c2ccccc2)=NO1 (stereo unspecified)	-7%	i	11%	/	6	/	-12%	-1%	8	/	12%
CCCOC(=O)Nc1ccc(S(=O)(=O)Nn2cnnc2)cc1	-7%	i	6%	/	8	/	6%	-6%	0	/	4%
COC(=O)Cn1c(C)nc(=O)c(-c2ccccc2)c1C	-8%	i	9%	2%	10	/	-6%	-2%	0	/	3%
COc1ccc2nc(C)c3c(c2c1)OC(C)C3 (stereo unspecified)	0%	i	5%	/	3	/	6%	-3%	0	/	7%
O=C1CC(Sc2nnc(-c3ccccc3)o2)C(=O)N1c1ccccc1 (stereo unspecified)	6%	i	17%	-3%	2	0.0	10%	-5%	0	5.0	5%	DPM-DC inhibit pilot screen %=2.5
Cc1cccc(-n2ncc3c(NCc4cccnc4)ncnc32)c1	2%	i	17%	7%	0	0.0	23%	3%	0	4.0	27%	DPM-DC inhibit pilot screen %=0.0
CCc1nnc(NC(=O)CN2C(=O)c3ccccc3S2(=O)=O)s1	-6%	i	-14%	2%	10	/	0%	3%	13	/	4%
CCOCCCN1CC(C(=O)NCCc2ccccc2)CC1=O (stereo unspecified)	2%	i	11%	-1%	3	/	-6%	-4%	24	/	-5%
Cc1nn(Cc2ccccc2)c(C)c1NC(=O)CCC(=O)O	15%	i	15%	1%	5	3.0	11%	-2%	7	0.0	-2%	DPM-DC inhibit pilot screen %=0.0

Source: PubChem BioAssay (several laboratories)
